Screening results deposited in PubChem by several laboratories.
HDAC3 inh: inhibitors of human histone deacetylase 3 | recombinant HDAC3, fluorogenic peptide/trypsin coupled, fluorescence | inhibition, % at 8.3 µM | 0.15% of 320,000 active | AID 2718; in the data active = inhibition above about 26%, passing the limit was not always enough; inconclusive = no clear call, values can overlap the other calls
TRPC4 act: opens the mouse TRPC4 cation channel. B-score at 10 µM. HEK293 TRPC4beta/mu-opioid, Fluo4 calcium fluorescence; hits give high values. AID 2237. 0.49% of 310,000 active;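 active = B-score above 5 SD of library B-scores, and initial fluorescence ratio not above library mean plus 5 SD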;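 note: positive B-score marks a calcium rise read as TRPC4 activation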
Target sequence (Q9QUQ5 whole entry, looked up): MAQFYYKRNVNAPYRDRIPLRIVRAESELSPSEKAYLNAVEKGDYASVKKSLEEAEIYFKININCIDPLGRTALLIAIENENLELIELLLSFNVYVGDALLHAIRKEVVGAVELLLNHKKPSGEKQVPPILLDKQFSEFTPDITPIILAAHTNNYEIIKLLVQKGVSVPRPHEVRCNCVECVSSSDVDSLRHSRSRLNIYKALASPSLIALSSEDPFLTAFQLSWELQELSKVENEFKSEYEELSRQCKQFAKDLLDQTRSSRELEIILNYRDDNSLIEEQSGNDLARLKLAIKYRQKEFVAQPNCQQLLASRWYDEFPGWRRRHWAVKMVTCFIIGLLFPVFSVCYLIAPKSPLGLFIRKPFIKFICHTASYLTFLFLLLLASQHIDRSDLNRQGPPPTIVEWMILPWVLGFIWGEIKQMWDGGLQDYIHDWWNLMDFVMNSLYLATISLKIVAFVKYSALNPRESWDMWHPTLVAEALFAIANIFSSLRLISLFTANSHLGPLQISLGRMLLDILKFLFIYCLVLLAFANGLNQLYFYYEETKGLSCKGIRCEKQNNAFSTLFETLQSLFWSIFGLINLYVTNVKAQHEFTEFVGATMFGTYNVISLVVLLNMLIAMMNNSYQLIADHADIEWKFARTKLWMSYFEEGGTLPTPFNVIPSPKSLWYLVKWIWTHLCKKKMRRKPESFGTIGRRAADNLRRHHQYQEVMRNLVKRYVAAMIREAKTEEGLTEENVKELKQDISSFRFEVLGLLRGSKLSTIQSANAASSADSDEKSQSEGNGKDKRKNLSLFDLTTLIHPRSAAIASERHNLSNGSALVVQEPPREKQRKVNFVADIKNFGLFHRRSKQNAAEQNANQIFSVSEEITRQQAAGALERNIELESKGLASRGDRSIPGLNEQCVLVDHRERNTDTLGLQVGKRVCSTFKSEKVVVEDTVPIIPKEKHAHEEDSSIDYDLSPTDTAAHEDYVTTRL
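Assay system – TRPC4beta and mu-opioid receptor HEK293 stable cells · Measured by – Fluo4 fluorescence, kinetic · Schedule – dye loading 45 min room temperature, 110 s kinetic read · Read-out – B-scored integrated calcium fluorescence ratio · Controls – buffer and maximal DAMGO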
KCNK3 inh: human KCNK3 channel inhibition, primary screen; O14649; CHO-KCNK3 thallium flux, FluxOR fluorescence; hits give low values; B-score at 10 µM; 0.84% of 340,000 active; AID 602410;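 active = B-score under library mean minus 4 SD, starting fluorescence ratio at most library mean plus 5 SD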;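 note: more negative B-score means stronger inhibition of thallium flux through KCNK3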
DYRK1A inh: Dyrk1A (rat) kinase inhibition; ADP-Glo luminescence, NFATc1 peptide; inhibition, % at 12.5 µM; Q63470; 0.43% of 310,000 active; AID 504441; in the data active = inhibition above about 50%;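 note: plate controls were vehicle with enzyme for no effect and no enzyme for full effect; many of its hits are not listed in these tables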
TMEM16A inh: inhibitors of mouse TMEM16A calcium-activated chloride channel. Q8BHY3. HEK293 TMEM16A/YFP iodide influx fluorescence, ionomycin. normalized B-score (activity score, 25-100; higher = stronger inhibition) at 10 µM. 1.2% of 310,000 active;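 active = ratio plate-corrected score three or more library SD toward inhibition, starting fluorescence score within five deviations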;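 note: score derived from kinetic fluorescence span divided by baseline fluorescence per well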
KCNQ1 inh: human KCNQ1 channel inhibition; P51787; B-score at 10 µM; CHO-K1 KCNQ1, FluxOR thallium flux fluorescence; hits give high values; 1.3% of 310,000 active;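 active = compounds whose thallium flux B-score, printed positive for inhibition, exceeds three library SD while starting fluorescence stays within three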;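 note: channel opened by potassium depolarization with thallium stimulus after 20 min compound exposure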
ANO1 activ: activates or potentiates the mouse TMEM16A chloride channel; Q8BHY3; HEK293 TMEM16A/YFP-H148Q/I152L, iodide quench fluorescence; hits give low values; B-score at 10 µM; 0.3% of 340,000 active; AID 623877;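 active = fluorescence-ratio B-score plate-corrected deviation score at least 3 library SD below zero, with starting fluorescence score within 5 deviations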;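 note: channel opened by trigger with iodide after compound preincubation; score built on the fluorescence ratio of max minus min over baseline; more negative score means more quench and so TMEM16A activation or potentiation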
KCNK9 inh: inhibitors of human KCNK9 two-pore domain potassium channel; Q9NPC2; HEK293 KCNK9, FluxOR thallium flux fluorescence; hits give low values; B-score at 10 µM; 1.2% of 310,000 active; AID 488922;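 active = ratio B-score over 3 SD below the library mean, with starting fluorescence within 5 SD of its mean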;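 note: negative B-score means less thallium flux so channel inhibition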
KCNQ1 pot: potentiators or activators of human KCNQ1 potassium channel | B-score at 10 µM | P51787 | AID 2648 | CHO-K1 KCNQ1, thallium flux FluxOR fluorescence; hits give high values | 0.35% of 310,000 active;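 active = fluorescence ratio B-score, a plate-corrected score, at least three library SD, with initial intensity B-score within 5 SD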
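Assay system: stable KCNQ1 CHO-K1 line; medium: assay buffer, equal DMSO in all wells; timing: 90 min dye loading and 20 min compound exposure, both at room temperature; technique: kinetic FluxOR thallium fluorescence, 10-s 1-Hz baseline, 110-s post-stimulus read; read-out basis: B score of baseline-normalized fluorescence ratio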
TRPC4 potent: allosterically enhances the mouse TRPC4 cation channel; 0.42% of 310,000 active; Q9QUQ5; AID 2227; HEK293 TRPC4beta/mu-opioid, DAMGO EC20, Fluo-4 Ca2+ flux; hits give high values; B-score at 10 µM;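 active = B-score of calcium response area above 5 SD of library B-scores, with initial fluorescence ratio within 5 SD of library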;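 note: B-score of integrated fluorescence ratio over time as area under calcium response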
hERG protect: hERG (human) protection from proarrhythmic block | Q12809 | 0.51% of 310,000 active | AID 1511 | activation (rescue from dofetilide block), less the hit threshold, % at 10 µM | CHO-hERG, FluxOR thallium flux, dofetilide IC70 present;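 active = activation above the mean of controls blocked by dofetilide plus 5 SD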;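 note: thallium influx through hERG after potassium depolarization seen as dye fluorescence rise; in these data hits start at about 4.7%; inactives centre near -7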
The depositor's hits bear a star; i = inactive; ? = inconclusive; · = no result given.

SMILES	HDAC3 inh	TRPC4 act	KCNK3 inh	DYRK1A inh	TMEM16A inh	KCNQ1 inh	ANO1 activ	KCNK9 inh	KCNQ1 pot	TRPC4 potent	hERG protect
O=C(NC1CCCN(Cc2ccc(Cl)cc2)C1)c1cccc(N2CCCC2=O)c1 (configuration not stated)	0	i	i	-5	i	i	i	i	i	i	-3
Cc1ccc(C(=O)CC2(O)C(=O)N(C)c3ccccc32)s1 (configuration not stated)	-2	i	i	-5	i	i	i	i	i	i	-5
CCOC(=O)CC1C(=O)NCCN1C(=O)c1ccc(Cl)cc1 (configuration not stated)	3	i	i	1	i	i	i	i	i	i	-1
Cc1onc(-c2ccccc2)c1C(=O)N1CCN(c2ccccc2)CC1	0	i	i	-4	i	i	i	i	i	i	-14
CCOC(=O)CSc1nnnn1-c1cccc2ccccc12	3	i	i	20	i	i	i	i	i	i	-11
CC(=O)c1cnc(SCC(=O)O)nc1C	0	i	i	4	i	i	i	i	i	i	-2
CN(C)c1nc2n(c(=S)n1)CCS2	5	i	i	-1	i	i	i	i	i	i	4
COc1ccc(OC)c(-c2csc(NC(=O)c3ccc(OCC4CCCO4)cc3)n2)c1 (configuration not stated)	1	i	i	-3	i	i	i	i	i	i	-8
O=C(/C(N=Nc1cccc(C(F)(F)F)c1)=C(/O)c1cccs1)C(F)(F)F	1	i	i	·	100*	10*	i	-8.8*	i	i	-15
CCOc1ccc2nc3cc(NCc4ccc(OC)cc4)ccc3c(N)c2c1	?	i	i	1	i	i	-6.9*	i	i	i	-11
Cc1ccc2nc(-c3ccc(NC(=S)NC(=O)CC(C)C)cc3)sc2c1	0	i	i	3	i	i	i	i	i	i	-5
O=C(Nc1ccccc1)c1ccc2c(c1)OCCCO2	1	i	i	9	i	i	i	i	i	i	-17
Cn1c2c(c(=O)n(C)c1=O)C(c1ccccc1OC(F)F)C1=C(CCCC1=O)N2 (configuration not stated)	0	i	i	-6	i	i	i	i	i	i	0
COC(=O)c1cc(/C=C/c2ccccc2)[nH]n1	-4	i	i	2	i	i	i	i	i	i	-1
COc1cccc(C(=O)NNC(=O)C2CCCO2)c1 (configuration not stated)	3	i	i	-2	i	i	i	i	i	i	-5
COc1ccc(C(=O)CSc2nnnn2C)c(OC)c1	2	i	i	-3	i	i	i	i	i	i	-6
CC(=O)Nc1ccccc1Nc1cc(C#N)c(C#N)cc1[N+](=O)[O-]	-2	i	i	0	i	i	i	i	i	i	-9
O=C(CCc1nc2ccccc2[nH]c1=O)OCC(=O)c1ccc(Cl)cc1	1	i	i	0	i	i	i	i	i	i	-8
O=C1CC(c2ccc(F)cc2)Cc2nc(N3CCOCC3)ncc21 (configuration not stated)	6	i	i	14	i	i	i	i	i	i	0
CCc1c(O)nc(SCC(=O)Nc2ccc(OC)cc2)n(C2CCCCC2)c1=O	9	i	i	-3	i	i	i	i	i	i	-16

6 entries from above, bar-delimited:
smiles | HDAC3 inh | TRPC4 act | KCNK3 inh | DYRK1A inh | TMEM16A inh | KCNQ1 inh | ANO1 activ | KCNK9 inh | KCNQ1 pot | TRPC4 potent | hERG protect
CCOC(=O)CSc1nnnn1-c1cccc2ccccc12 | 3 | i | i | 20 | i | i | i | i | i | i | -11
CC(=O)c1cnc(SCC(=O)O)nc1C | 0 | i | i | 4 | i | i | i | i | i | i | -2
CN(C)c1nc2n(c(=S)n1)CCS2 | 5 | i | i | -1 | i | i | i | i | i | i | 4
COc1ccc(OC)c(-c2csc(NC(=O)c3ccc(OCC4CCCO4)cc3)n2)c1 (configuration not stated) | 1 | i | i | -3 | i | i | i | i | i | i | -8
O=C(/C(N=Nc1cccc(C(F)(F)F)c1)=C(/O)c1cccs1)C(F)(F)F | 1 | i | i | · | 100* | 10* | i | -8.8* | i | i | -15
CCOc1ccc2nc3cc(NCc4ccc(OC)cc4)ccc3c(N)c2c1 | ? | i | i | 1 | i | i | -6.9* | i | i | i | -11

(list continues)
SMILES	HDAC3 inh	TRPC4 act	KCNK3 inh	DYRK1A inh	TMEM16A inh	KCNQ1 inh	ANO1 activ	KCNK9 inh	KCNQ1 pot	TRPC4 potent	hERG protect
CCNc1nc(NC(C)C)nc(N2CC(=O)N(CC(=O)OCC)C2=N)n1	-2	i	i	-9	i	i	i	i	i	i	-4
COc1ccc(C(c2nnnn2Cc2cccs2)N2CCN(c3ccccc3F)CC2)cc1OC (configuration not stated)	4	i	i	-6	i	i	i	i	i	i	-3
CN(CCCN1CCOCC1)C(=O)c1ccc2nc(Cc3cccc(Cl)c3)oc2c1	-4	i	i	-2	i	i	i	i	i	i	-10
Cc1ccc(N/C=C(/C#N)c2ccsc2)cc1C	2	i	i	3	i	i	i	i	i	i	-3
CCNC(=O)CN1C(=O)NC2(CCCc3cc(OC)ccc32)C1=O (configuration not stated)	3	i	i	-4	i	i	i	i	i	i	-1
O=C(c1ccccc1)N1CCN(c2ccc([N+](=O)[O-])c(N3CCOCC3)c2)CC1	7	i	i	6	i	i	i	i	i	i	-6
O=C(CCCOc1ccccc1)Nc1nccs1	-5	i	i	-1	i	i	i	i	i	i	-15
Cc1c(C)c(C)c(CN2CCCC2)c(C)c1C	1	i	i	-3	i	i	i	i	i	i	-6
Cc1sc2c(c1C)c(=O)nc1n2Cc2ccccc2-1	·	i	·	·	·	i	·	i	i	i	-6
CCOC(=O)c1cnc2c(C)c(C)ccc2c1NCCN1CCOCC1	·	i	i	9	·	i	i	i	i	i	-1
CC(C)CNC(=S)NNC(=O)c1ccccc1OC(F)F	-4	i	i	5	i	i	i	i	i	i	-9
COc1ccc(S(=O)(=O)NCC2CCCO2)c(Cl)c1Cl (configuration not stated)	0	i	i	6	i	i	i	i	i	i	2
Cc1cccc(N2C(=O)C3CCC(c4ccccc4)CC3C2=O)c1 (configuration not stated)	·	i	i	-3	i	i	i	i	i	i	-1
CNc1nc(OCC(F)(F)F)nc(N2CCOCC2)n1	-12	i	i	0	i	i	i	i	i	i	-9
CCOc1ccc(CCNC(=O)CN2C(=O)NC(CCSC)C2=O)cc1OCC (configuration not stated)	3	i	i	14	i	i	i	i	i	i	-4
COCCn1nc2cc(C(=O)NCc3cc(C(F)(F)F)cc(C(F)(F)F)c3)ccc2c1OC	-8	i	i	3	i	i	i	i	i	i	-4
COc1ccccc1C(=O)NC(=O)COC(=O)c1nc2nc(C)cc(C)n2n1	-1	i	i	0	i	i	i	i	i	i	-14
COc1ccc(OC)c(C2CC(=O)C(C)C(c3cc(OC)ccc3OC)N2)c1 (configuration not stated)	0	i	i	4	i	i	i	i	i	i	-7
COc1ccc(C)cc1NC(=O)CCS(=O)(=O)c1ccc2c(c1)oc(=O)n2C	-1	i	i	·	i	i	i	i	i	i	-7
COc1ccc(-c2cc(-c3ccccc3)no2)cc1	5	i	i	-3	i	i	i	i	i	i	-8
N#Cc1cc([N+](=O)[O-])ccc1NCCCn1ccnc1	2	i	i	0	i	i	i	i	i	i	-4
C/C(=N\NC(=O)c1ccco1)c1ccc(-c2ccccc2)cc1	-2	i	i	-1	i	i	i	i	i	i	-11
CCc1nnc(NC(=O)c2ccc(S(=O)(=O)NCC(C)C)cc2)s1	·	i	i	-1	i	i	i	i	i	i	-1
CC(=O)N1N=C(c2ccccc2)CC1c1cn(Cc2ccccc2)c2ccccc12 (configuration not stated)	5	i	i	-1	i	i	i	-8.4*	i	i	-8
CN1CCCN(C(=O)Cc2c(Cl)cccc2Cl)c2nc3ccccc3nc21	-5	i	i	0	i	i	i	i	i	i	-16
Cc1ccc2[nH]c3c(=O)n(CC(=O)NCCCN(C)Cc4ccccc4)ncc3c2c1	-5	i	i	-1	i	i	i	i	i	i	-3
COc1ccc(-c2nn(C)c3sc(C(=O)NCCN(C)C)cc23)cc1OC	5	i	i	2	i	i	i	i	i	i	-3
O=C(c1cccc(C(F)(F)F)c1)C1CCCN(C(=O)CCCn2cncn2)C1 (configuration not stated)	-4	i	i	-2	i	i	i	i	i	i	-13
COc1ccccc1-n1c(N)c(C(=O)NCC2CCCO2)c2nc3ccccc3nc21 (configuration not stated)	-52	i	i	7	i	i	i	i	i	i	-6
Cc1cc(C)cc(N=c2c([N+](=O)[O-])nn(-c3cccc(Cl)c3)n2O)c1	7	i	i	1	i	i	i	i	i	i	-8
CC1CCc2c(sc3nc(CSc4nnnn4C)[nH]c(=O)c23)C1 (configuration not stated)	0	i	i	1	i	i	i	i	i	i	-19
Cc1ccc(-n2c(SCc3cc(=O)n4ccsc4n3)nnc2-c2cccnc2)c(C)c1	6	i	i	-1	i	i	i	i	i	i	-8
Cc1ccc(-c2[nH]c3ccccc3c2SCCNC(=O)c2ccc(S(=O)(=O)N3CCOCC3)cc2)cc1	1	i	i	4	i	i	i	i	i	i	-4
Cc1cc(C)n(CC(=O)N/N=C/c2ccc3c(c2)OCO3)n1	-2	i	i	-7	i	i	i	i	i	i	-4
COC(=O)C1=C(C)NC(=S)NC1c1ccc(OC(=O)c2ccco2)cc1 (configuration not stated)	5	i	i	-4	i	i	i	i	i	i	-8
COC(=O)CSc1nnc(CCc2ccccc2)n1C	-1	i	i	-6	i	i	i	i	i	i	-7
CC(NC(=S)Nc1ccccc1)C(c1cccs1)N1CCOCC1 (configuration not stated)	1	i	i	4	i	i	i	i	i	i	-8
Cc1cccc(CN2CCc3c([nH]c4ccccc34)C2C(C)(C)C)n1 (configuration not stated)	-16	i	i	10	i	i	i	i	i	i	-1
CCCCCCCCCNC(=O)[C@H](NC(=O)COc1ccccc1)[C@@H]1NC(C(=O)OC)C(C)(C)S1 (some centres not stated)	16	i	i	·	i	i	i	i	i	i	-8
O=C(Nc1nnc(C2CCCC2)s1)C1CCN(S(=O)(=O)c2ccc(Cl)cc2)CC1	-3	i	i	-2	i	i	i	i	i	i	-5
CC(C)NC(=O)CSc1nnc2sc3ccccc3n12	·	i	i	-1	i	i	i	i	i	i	-7
CC1CN(C(=O)Nc2ccc(F)cc2)C2(CCCCCC2)O1 (configuration not stated)	8	i	i	-1	i	i	i	i	i	i	-7
CCN1CCN=C1Nc1ccccc1	0	·	i	0	i	·	i	·	·	·	·

Some of the compounds tested; the hit share may differ from the screen's.
